# Source: PubChem BioAssay (several laboratories)
# VHR inh abs: blocks human VHR1 dual specificity phosphatase; P51452; recombinant VHR phosphatase, pNPP absorbance; inhibition, % at 13.3 µM; hit rate 0.52% among 290,000; AID 1654; in the data active means inhibition above about 50%; further: some compounds called inactive have numbers as strong as hits
# Target sequence (P51452 whole entry, looked up): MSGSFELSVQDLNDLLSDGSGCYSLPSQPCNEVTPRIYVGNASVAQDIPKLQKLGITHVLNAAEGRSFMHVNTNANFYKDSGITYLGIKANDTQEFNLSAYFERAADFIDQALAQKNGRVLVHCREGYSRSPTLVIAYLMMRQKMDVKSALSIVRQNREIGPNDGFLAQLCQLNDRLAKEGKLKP
# BoNT-F LC inh: blocks Botulinum neurotoxin F light chain protease; Multiplex microsphere protease cleavage assay, flow cytometry; hit rate 0.22% among 360,000; inhibition, % at 10 µM; in the data active means inhibition above about 35%, passing the limit was not always enough; inconclusive means no clear call, values can overlap the other calls; further: plate controls were buffer without enzyme for full effect and enzyme alone for no effect
# CCHFV vOTU inh: blocks the CCHF virus ovarian tumor domain protease; CCHFV vOTU protease, Pep-AMC fluorescence; inhibition, % at 11.5 µM; hit rate 0.55% among 370,000; in the data active means inhibition above about 30%; further: 0% = vehicle wells with enzyme and 100% = no enzyme wells
# PrPC surface inh: reduces human prion protein on the cell surface; AID 720596; hit rate 0.43% among 370,000; cell surface PrPC, TR-FRET read-out; inhibition, % at 13.8 µM; P04156; in the data active means inhibition above about 24%; further: 0% = median of the test wells and 100% = reference compound wells
# Anthrax LF prot: blocks Bacillus anthracis lethal factor protease; multiplex microsphere protease cleavage assay, LF; inhibition, % at 10 µM; hit rate 0.12% among 360,000; AID 588501; further: plate controls were buffer without enzyme for full effect and enzyme alone for no effect
# Target sequence (P15917 whole entry, looked up): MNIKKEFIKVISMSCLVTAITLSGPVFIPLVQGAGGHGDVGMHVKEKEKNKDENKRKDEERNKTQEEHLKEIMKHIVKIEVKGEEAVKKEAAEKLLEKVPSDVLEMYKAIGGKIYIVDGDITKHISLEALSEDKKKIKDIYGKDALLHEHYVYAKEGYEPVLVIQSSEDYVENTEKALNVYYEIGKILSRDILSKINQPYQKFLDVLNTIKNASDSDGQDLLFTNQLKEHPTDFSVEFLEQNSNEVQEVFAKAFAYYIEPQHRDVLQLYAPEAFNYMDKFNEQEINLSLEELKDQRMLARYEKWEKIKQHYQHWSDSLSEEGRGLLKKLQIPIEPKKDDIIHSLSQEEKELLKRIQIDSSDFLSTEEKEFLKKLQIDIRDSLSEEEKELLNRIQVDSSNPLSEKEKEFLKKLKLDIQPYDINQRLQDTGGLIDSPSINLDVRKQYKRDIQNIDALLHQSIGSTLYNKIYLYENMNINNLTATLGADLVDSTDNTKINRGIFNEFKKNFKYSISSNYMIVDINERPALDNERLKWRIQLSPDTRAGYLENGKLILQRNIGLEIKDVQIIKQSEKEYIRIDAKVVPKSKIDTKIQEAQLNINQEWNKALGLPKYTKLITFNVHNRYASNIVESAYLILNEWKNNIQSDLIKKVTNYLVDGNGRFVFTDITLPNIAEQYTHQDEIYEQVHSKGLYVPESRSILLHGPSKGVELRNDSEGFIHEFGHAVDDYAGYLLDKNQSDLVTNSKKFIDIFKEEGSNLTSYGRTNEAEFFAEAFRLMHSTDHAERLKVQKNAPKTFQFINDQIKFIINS
# Rv3671c protease: inhibitors of M. tuberculosis serine protease Rv3671c. AID 2606. inhibition, % at 5.96 µM. hit rate 0.048% among 320,000. P9WHR9; in the data active means inhibition above about 38%;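 further: extracellular domain of Rv3671c used as enzyme; 0% = enzyme with DMSO and 100% = no enzyme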
# BoNT A protease: BoNT A light chain protease inhibition. AID 588499. multiplex microsphere protease substrate cleavage, flow cytometry. hit rate 0.17% among 360,000. inhibition, % at 10 µM; further: plate controls were buffer without enzyme for full effect and enzyme alone for no effect
# 3CLpro inhibitor: SARS-CoV 3CLpro protease inhibition | P0C6X7 | recombinant SARS-CoV 3CLpro, quenched FRET peptide cleavage | inhibition, % at 6 µM | hit rate 0.14% among 290,000; in the data active means inhibition above about 12%
# SSB-PriA inh: inhibitors of Klebsiella pneumoniae PriA binding to SSB C-terminal tail. AlphaScreen SSBct-PriA binding, biotinylated peptide. inhibition, % at 33 µM. hit rate 0.6% among 430,000. AID 1272365; in the data active means inhibition mostly above about 37%, no sharp cut-off; inactive means mostly below about 20%;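 further: plate controls were negative control peptide for no effect and reference peptide for full effect; strong numbers were not always called active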
# MazEF act: MazEF (E. coli) toxin RNase activation; P0AE70; FAM/BHQ RNA-DNA oligo cleavage fluorescence, 5 h; activation, % at 20 µM; hit rate 0.32% among 350,000; in the data active means activation above about 50%
# * hit, by the source's call; ? = inconclusive; . = not tested or not shown; & = joins results of further samples. Unless noted, no stated cut-off is given here; in the data, active means inhibition above about 30%; inconclusive means no clear call, values can overlap the other calls; inactive means below that. The list is partial; count on the stated rates, not on these rows.
SMILES,VHR inh abs,BoNT-F LC inh,CCHFV vOTU inh,PrPC surface inh,Anthrax LF prot,Rv3671c protease,BoNT A protease,3CLpro inhibitor,SSB-PriA inh,MazEF act
CCOc1ccc(N=C(C)C2=C(O)c3ccccc3C2=O)cc1,6.2,-6.7,7.3,7.8,-3.7,-7.7,-0.7,-2.6,-2.0,2.0
O=c1[nH]c(-[n+]2ccccc2)c(/C=N/NC([S-])=Nc2ccccc2)s1,31.5,?,-2.2,-26.1,-19.6,2.5,-7.0,-6.5,.,-26.8
COc1ccc(CC2NCCC3(O)CCCCC23)cc1 (centres undefined),12.8,9.5,-22.3,1.1,-3.0,-3.9,0.3,-3.5,2.7,4.5
Cc1ccc(NC(=O)COc2ccc(-n3ccnc3)cc2)cc1Cl,41.3,-19.1,6.0,0.6,-1.3,1.5,-0.5,1.1,4.4,11.9
CC(=O)c1ccc(N(C(=O)CNC(=O)c2ccco2)C(C(=O)NC2CCCC2)c2ccncc2)cc1 (centres undefined),27.7,-1.7,-13.4,0.7,-1.1,0.9,-1.0,-3.0,-14.2,3.9
O=S(c1ccccc1)C(c1ccccc1)c1ccccc1 (centres undefined),.,-3.0,-3.1,8.1,-11.5,.,0.1,.,-3.7,1.1
O=C(CCc1nc2sc3c(c2c(=O)[nH]1)CCCC3)NCCc1ccccc1,.,0.4,-1.0,6.9,-4.0,-8.6,4.8,.,-9.9,1.5
Cc1ccc(C(=O)c2oc3ccccc3c2NC(=O)c2cc(-c3cc(C)ccc3O)n[nH]2)cc1,15.0,-4.3,-8.0,1.0,-8.5,-34.0,-0.5,3.0,-12.6,-25.7
CCOc1ccc(Br)cc1S(=O)(=O)Nc1ccccc1N1CCOCC1,2.8,-0.3,2.0,4.2,-2.2,-12.6,0.8,4.2,-27.8,-5.3
CCn1c(=O)n(CC(=O)NCC2CCCO2)c(=O)c2c3c(sc21)COC(C)(C)C3 (centres undefined),48.3,0.2,-10.8,2.7,-0.7,-4.9,-0.4,-4.9,-4.0,9.3
CC[C@@H]1C=C(C(=O)O)[C@H](c2ccc(Cl)cc2)N1S(=O)(=O)c1ccc(C)cc1,.,3.3,32.2*,22.4,-4.4,0.0,-0.2,.,3.7,-1.2
COc1cccc(NC(=O)c2cncs2)c1,.,?,10.0,4.9,-2.7,1.6,0.7,0.7,-2.0,-2.2

# Just Rv3671c protease, BoNT-F LC inh and VHR inh abs, for some of the entries so far:
Compound,Rv3671c protease,BoNT-F LC inh,VHR inh abs
Cc1ccc(C(=O)c2oc3ccccc3c2NC(=O)c2cc(-c3cc(C)ccc3O)n[nH]2)cc1,-34.0,-4.3,15.0
CCn1c(=O)n(CC(=O)NCC2CCCO2)c(=O)c2c3c(sc21)COC(C)(C)C3 (centres undefined),-4.9,0.2,48.3

# (next part)
SMILES,VHR inh abs,BoNT-F LC inh,CCHFV vOTU inh,PrPC surface inh,Anthrax LF prot,Rv3671c protease,BoNT A protease,3CLpro inhibitor,SSB-PriA inh,MazEF act
COC(=O)c1c(NC(=O)C2CC=CCC2C(=O)O)sc(C(N)=O)c1C (centres undefined),10.7,-1.8,3.4,4.7,-3.3,3.0,-1.1,5.3,-4.8,0.4
O=C(Nc1cccc(Cl)c1)c1nc[nH]c1C(=O)NCCCNC(=O)c1[nH]cnc1C(=O)Nc1cccc(Cl)c1,.,-4.7,8.3,-6.1,-3.1,-5.5,1.1,.,-4.6,-62.2
Cc1nn(C(C)CC(=O)O)c(C)c1C (centres undefined),19.4,-0.6,2.0,-4.2,-0.9,0.7,-0.4,-3.1,9.7,5.5
CCOC(=O)c1c(C)[nH]c(C)c1C(=O)COC(=O)CCOc1ccccc1OC,10.4,-20.7,15.5,0.8,0.0,6.9,-0.5,-0.1,0.6,19.1
Cn1c(NC(=O)CCc2ccccc2)cc(=O)n(C)c1=O,16.6,-2.0,15.3,3.9,-2.5,4.5,0.5,1.1,46.0*,-18.0
COCCS(=O)(=O)N(Cc1ccccc1)[C@H](C(=O)OC)C(C)C,.,0.5,6.3,-6.2,-3.2,.,-0.4,.,-9.8,-1.2
COc1cc(/C=N/NC(=O)c2cc(-c3ccccc3OC(C)C)nc3ccccc23)ccc1O,8.2,-4.4,6.0,-4.9,-2.3,4.7,-0.3,3.4,.,3.1
CCn1nc(C)c(NC(=O)/C=C/c2cnn(C)c2C)c1C,41.1,-7.8,-3.5,-0.4,-1.8,-6.2,-0.1,2.5,5.0,-2.4
CC(=O)Nc1ccc(NC(=O)C2c3ccccc3Oc3ccccc32)cc1,8.6,-2.2,-5.5,3.9,-1.9,5.5,0.0,-1.1,4.2,-9.7
CC(C)CCNc1nc2c(c(=O)[nH]c(=O)n2C)n1CC(O)COC(C)C (centres undefined),9.7,?,9.6,7.2,-10.1,1.3,-1.0,5.5,-7.4,8.2
Cc1ccc(NC(=O)CN2C(=O)NC(C)(C)C2=O)cc1S(=O)(=O)N1CCCCCC1,.,-7.2,2.8,2.5,1.6,.,-2.3,.,-7.7,0.7
CCOc1ncccc1C(=O)OCC(=O)Nc1c(C)cccc1C,-1.7,6.6,3.5,7.5,0.6,-3.6,-0.4,-4.2,-2.2,-4.4
COc1ccc(CCNC(=O)C(=O)NCC2OCCN2S(=O)(=O)c2ccc(F)cc2)cc1OC (centres undefined),1.6,-11.7,-9.0,1.8,-8.0,1.1,-0.9,2.9,1.9,-3.1
C=CCNc1nnc(Cl)c2ccccc12,-0.9,-0.3,.,.,-0.8,8.3,0.9,2.5,-3.0,2.2
CCOc1cc(OCC)cc(C(=O)N2CCC[C@H]2C(=O)N2CCC[C@H]2C(=O)N(C)Cc2ccccc2)c1,.,3.0,-2.9,1.6,-8.1,.,-0.3,.,.,.
CCS(=O)(=O)N1Cc2ccccc2CC1C(=O)Nc1nccs1 (centres undefined),21.3,-3.1,-0.7,4.1,-0.6,-23.9,0.3,3.4,-7.5,10.2
CCCc1nc2nc(C)c(NS(=O)(=O)c3ccc(C)c(C)c3)c(=O)n2[nH]1,.,6.7,-1.8,-6.0,-4.0,.,-0.2,.,.,14.8
Cc1[nH]c2ccccc2c1/C=N/Nc1nc(Nc2ccc(F)cc2)nc(N2CCOCC2)n1,-9.0,?,-1.4,-5.2,-1.6,6.8,-1.9,0.8,.,5.4
CCCc1c(C(=O)N/N=C(\C)c2cccnc2)nnn1-c1nonc1N,.,-8.3,6.4,-3.1,-2.9,.,-0.6,.,.,-5.2
COc1cc2ncnc(Nc3ccc4c(c3)OCO4)c2cc1OC,6.0,?,-5.7,-3.5,-6.2,2.7,-5.2,1.2,8.5,-4.8
COC(=O)c1sc2ccccc2c1C(=O)OC,29.3,3.5,-5.8,2.2,3.6,.,?,-3.5,-12.0,-7.0
CCCN(CC(=O)Nc1ccccc1C)C(=O)COc1ccc2c(c1)CCC2,5.0,4.0,10.9,3.3,-4.2,-6.3,6.3,0.0,-3.9,5.2
Cc1cc(C)n2c(SCC(=O)NCc3ccco3)nnc2n1,17.9,4.9,10.9,-3.0,-1.3,-6.5,0.1,-5.5,3.4,3.2
CC(NC(=O)COc1ccccc1)C(c1ccccc1)N1CCN(C)CC1 (centres undefined),39.7,1.5,-5.7,-6.0,-6.1,-0.1,-0.5,1.3,-1.6,4.1
COc1ccc(Cl)cc1C(=O)OCC(=O)N(CC(C)C)c1c(N)n(Cc2ccccc2)c(=O)[nH]c1=O,.,0.9,-3.2,2.2,-1.0,3.2,-0.4,.,-18.1,-3.3
Cc1ccc(-n2c(SCc3nc4ccccc4[nH]3)nnc2-c2ccncc2)cc1,11.1,0.5,5.8,6.1,1.7,10.8,0.5,-1.0,19.4,5.0
CCNC(=O)NC1(C(=O)N2CCC(Cc3ccccc3)CC2)CCCCC1,1.0,-21.5,4.9,0.8,-22.8,.,-20.3,-2.1,6.2,0.6
CC(C)(C)NC(=S)NCc1ccc2c(c1)OCO2,-4.1,-3.7,-10.2,1.8,-1.2,6.9,0.1,1.9,3.0,-0.8
COC(=O)c1cc(NC(=O)CN2CCN(C(C)=O)CC2)cc(C(=O)OC)c1,-2.0,-5.3,-2.4,5.5,-3.8,-5.7,-1.2,-2.3,-8.3,3.7
Cc1cccc(CNc2ncc(-c3cccc([N+](=O)[O-])c3)n2C)c1,16.5,2.3,1.5,-5.3,1.4,6.2,-0.6,-2.1,8.2,6.8
CN1CCN(c2nc3c(c(=O)n(C)c(=O)n3C)n2Cc2cccc(Br)c2)CC1,9.2,?,-4.3,-6.2,-0.7,-14.6,-0.2,4.1,-6.6,-16.3
Cc1ccc(OCCC(=O)OCC(=O)Nc2ccccc2)cc1,0.3,4.3,-8.1,5.0,-2.8,-0.3,-4.7,-1.2,-0.1,1.9
COc1ccc(S(=O)(=O)N2CCSC2c2ccccc2)cc1 (centres undefined),12.7,-3.2,5.2,2.0,0.8,-6.1,-0.2,3.4,-40.1,-11.2
CCCCN1CC(N(C)CCN(C)C)CS1(=O)=O (centres undefined),.,6.0,-6.8,-5.1,2.0,.,0.4,.,.,.
CC(C)C[C@H]1CN(CCCC[C@H]2CNC(=O)C(=O)N2Cc2ccccc2)C(=O)C(=O)N1Cc1ccccc1,.,-17.6,15.1,4.4,-11.0,.,-1.5,.,.,.
CC1(C)[C@@H](O)CC[C@]2(C)C3C(O)C=C4[C@H]5C[C@@](C)(CO)CC[C@]5(C)CC[C@]4(C)[C@]3(C)CC[C@@H]12 (some centres undefined),3.5,-1.7,5.4,6.3,2.6,1.9,0.3,.,-9.3,-8.4
CN(C)CCC(c1ccc(Br)cc1)c1ccccn1 (centres undefined),8.6,1.7&-5.7&-3.9,-3.6&4.3&-4.2,-7.3&-8.2&-5.0,-7.9&-2.1&-6.4,0.0&-2.2,-0.9&-0.7&-0.7,1.4,-2.4,-12.6&10.2&8.3
CCOc1cccnc1Sc1ccccc1,.,-0.1,-13.7,-3.2,6.3,-9.3,-0.2,.,-8.8,-16.3
Cc1cnccc1CN(C)Cc1cn(C)nc1-c1ccc(Oc2ccccc2)cc1,-0.4,-4.5,-3.1,6.3,-1.8,0.5,-0.8,4.1,-14.9,-0.9
COc1ccc(Cl)cc1C(=O)NCc1cnn(C)c1C,7.5,14.0,0.9,-1.1,-2.6,-9.1,1.4,5.5,-7.2,-1.8
Cc1c(NS(=O)(=O)c2ccc3[nH]c(=O)[nH]c3c2)c(=O)n(-c2ccccc2)n1C,-3.8,6.5,-7.0,-2.5,1.3,0.1,6.3,0.0,-10.5,-1.6
COC(=O)c1oc2c(c1C)C(=O)CC(C)(C)C2,11.8,-0.4,-11.5,-1.3,-4.0,2.9,1.2,4.4,-13.4,12.5
Cc1ccc(-c2nnn(CC(=O)N(CC(=O)NC3CCCCC3)c3ccc(F)c(Cl)c3)n2)o1,9.4,-1.4,12.0,-23.9,-4.3,5.8,0.4,-4.9,0.7,-9.8
O=C(COC(=O)c1c2c(nc3ccccc13)/C(=C\c1cccs1)CCC2)Nc1ccccc1Cl,7.5,0.5,-8.5,2.2,-1.6,-32.5,1.8,-1.4,-8.4,13.1
Cc1nnc(SCc2ccc(F)cc2)n1NC/C=C/c1ccccc1,9.4,-7.9,2.5,7.4,-7.8,0.6,0.0,2.4,-6.1,1.2
Cc1cccc(NS(=O)(=O)c2cccc(C(=O)N3CCN(C/C=C/c4ccccc4)CC3)c2)c1,.,3.5,5.5,-2.0,0.6,-7.2,0.1,.,6.9,2.0
COC(=O)CSc1nc(-c2cccs2)ccc1C#N,25.3,5.7,-44.1,11.6,1.7,3.3,3.2,3.0,-11.7,10.5
COc1cccc(-c2nc(CS(=O)(=O)CC(=O)NCCCN3CCN(C)CC3)c(C)o2)c1,-17.2,-1.3,7.2,-5.1,-1.5,0.1,-1.7,0.4,-7.4,0.5
CCOC(=O)COc1ccc2c(c1)C(=O)CC1(CCCCC1)O2,19.0,-1.2,-97.5,-7.3,1.7,2.4,0.3,2.4,-29.5,-2.7
